Bioassay records (PubChem)
Smad3 inh – Smad3 (human) transcription factor binding inhibition; TR-FRET Smad3/Dy647-FoxH1 peptide binding, europium anti-His; inhibition, % at 25 µM; 88,000 tested, 0.29% active; AID 630;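 active = compounds that reduce the energy-transfer binding signal between the protein and its labelled peptide by more than half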;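 also: 0% = Smad3 plus labelled peptide maximal FRET and 100% = peptide-only background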
sEH inh – soluble epoxide hydrolase (human) inhibition; P34913; inhibition, % at 2 µM; 91,000 tested, 0.34% active; AID 707; recombinant human sEH enzymatic activity assay; in the data active = inhibition above about 80%; also: values of inactives mirror those of a sister screen read the other way; many of its hits are not listed in these tables
Target sequence (P34913 whole entry, looked up): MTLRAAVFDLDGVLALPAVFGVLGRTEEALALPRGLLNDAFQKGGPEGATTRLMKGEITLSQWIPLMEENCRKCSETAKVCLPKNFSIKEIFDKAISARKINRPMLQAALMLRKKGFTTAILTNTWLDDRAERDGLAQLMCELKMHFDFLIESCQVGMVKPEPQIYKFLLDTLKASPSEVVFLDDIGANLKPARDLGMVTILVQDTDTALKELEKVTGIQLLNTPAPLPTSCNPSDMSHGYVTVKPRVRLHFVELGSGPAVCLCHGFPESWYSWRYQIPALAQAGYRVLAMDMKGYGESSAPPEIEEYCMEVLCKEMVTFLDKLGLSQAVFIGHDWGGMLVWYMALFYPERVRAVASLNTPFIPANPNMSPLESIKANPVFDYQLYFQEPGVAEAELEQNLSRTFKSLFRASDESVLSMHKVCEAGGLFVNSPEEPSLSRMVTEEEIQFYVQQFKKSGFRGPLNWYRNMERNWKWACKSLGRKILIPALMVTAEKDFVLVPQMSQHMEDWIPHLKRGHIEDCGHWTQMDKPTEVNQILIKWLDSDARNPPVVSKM
Mac1 fbg enh – enhancers of human CD11b/CD18 binding to fibrinogen; activation, % at 10 µM; P05107+P11215; 93,000 tested, 0.07% active; K562 CD11b/CD18 adhesion to fibrinogen, ATPlite luminescence;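 active = 10 µM primary screen giving 50% or more activity, confirmed by 40% or more on retest at that dose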; also: strong numbers were not always called active; reference of the scale not given here
ERb SRC1 inh – blocks coactivator binding to human estrogen receptor beta; AID 633; 86,000 tested, 1.3% active; Q92731; inhibition, % at 25.6 µM; TR-FRET ER-beta LBD / SRC1-Cy5 peptide binding; receptor agonist-loaded with 1 µM estradiol;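 active = compounds whose percent inhibition of the receptor-coactivator binding signal exceeds about 50% in the single-dose screen, limit read from the data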;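 also: 0% = receptor plus peptide wells without compound and 100% = peptide-only wells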
Target sequence (Q92731 whole entry, looked up, the tested form may be a part): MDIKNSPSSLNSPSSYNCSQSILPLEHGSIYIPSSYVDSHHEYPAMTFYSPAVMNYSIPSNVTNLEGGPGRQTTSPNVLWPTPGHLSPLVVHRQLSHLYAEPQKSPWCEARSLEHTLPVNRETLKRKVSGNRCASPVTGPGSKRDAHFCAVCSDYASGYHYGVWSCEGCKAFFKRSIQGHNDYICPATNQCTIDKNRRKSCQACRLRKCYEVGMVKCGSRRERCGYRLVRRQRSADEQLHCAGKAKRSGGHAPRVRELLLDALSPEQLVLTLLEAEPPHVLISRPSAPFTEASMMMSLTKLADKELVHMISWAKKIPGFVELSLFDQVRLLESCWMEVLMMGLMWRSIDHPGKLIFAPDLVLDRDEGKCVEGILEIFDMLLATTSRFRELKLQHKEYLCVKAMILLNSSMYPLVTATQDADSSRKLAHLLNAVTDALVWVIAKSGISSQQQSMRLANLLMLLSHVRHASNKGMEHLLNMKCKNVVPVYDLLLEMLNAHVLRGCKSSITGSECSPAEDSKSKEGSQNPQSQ
Mac1 fbg inh – CD11b/CD18-fibrinogen binding inhibition; P05107+P11215; K562 CD11b/CD18 adhesion to fibrinogen, ATPlite luminescence; Mn2+ added to activate the integrin; inhibition, % at 10 µM; 93,000 tested, 0.54% active; AID 1497;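 active = primary inhibition of 50% or more at 10 µM, then 40% or more on retest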; also: some results filed as inactive read as strong as hits
Calb biofilm kill – kills Candida albicans biofilms; AID 834; 85,000 tested, 0.14% active; inhibition, % at 6 µM; C. albicans biofilm + clotrimazole, Alamar Blue;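 active = inhibition above 20%; inactive = inhibition below 20%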;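 also: preformed 24 hr biofilms exposed to compound for 48 hr; 0% = biofilm without compound and 100% = blank killed by clotrimazole plus chlorhexidine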
sEH activator – activators of human soluble epoxide hydrolase. AID 717. 91,000 tested, 0.04% active. activation, % at 2 µM. purified human sEH enzymatic activity, activator screen. P34913; in the data active = activation above about 37%; also: values of inactives mirror those of a sister screen read the other way
ERa coact pot – ER-alpha (human) coactivator binding potentiation | P03372 | TR-FRET ERalpha-LBD/SRC-Cy5 coactivator binding, 2 h; 100 = basal binding, no effect | coactivator binding (% of control), % at 25.6 µM | 86,000 tested, 1.3% active | AID 639; in the data active = activity above about 200%;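 also: binding measured in presence of low estradiol as agonist stimulus; 0% = peptide alone without receptor and 100% = receptor with peptide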
MT1-MMP txn act – MT1-MMP promoter transcription activation; HT1080 MT1-MMP promoter luciferase reporter, luminescence, overnight; stronger effect = higher value; activation factor at 10 µM; 86,000 tested, 0.16% active; AID 750;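 active = activation factor of at least 2 for MT1-MMP transcription at 10 µM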
* marks the source's active call; other numbers are inactive results; [ ] = dose if it differs, or a comment. An excerpt; count on the stated rates, not on these rows.

For CN(Cc1ccccc1)C(=O)c1cccc(N2C(=O)NC3CC2(C)Oc2ccccc23)c1 (stereo unspecified) the results were Smad3 inh -5, sEH inh 0, Mac1 fbg enh 1, ERb SRC1 inh -3, Mac1 fbg inh 9, Calb biofilm kill 4, sEH activator 2, ERa coact pot 95[fluorescence artefact?] and MT1-MMP txn act 1.
Screening CCNc1ccc2noc3c2c1C(=O)c1ccccc1-3 returned Smad3 inh 4, sEH inh -8, ERb SRC1 inh 5[fluorescence artefact?], Calb biofilm kill 4, sEH activator 11, ERa coact pot 177[fluorescence artefact?] and MT1-MMP txn act 1.5.
COc1ccccc1-n1cc(C(=O)NCC(=O)N2CCN(c3ccccc3)CC2)c2ccccc2c1=O was read as Smad3 inh 8, sEH inh 15, ERb SRC1 inh -1, Calb biofilm kill 2, sEH activator -15, ERa coact pot 97 and MT1-MMP txn act 1.1.
CCOc1c(OC(C)=O)ccc(/C=C/c2ccc3cccc(OC(C)=O)c3n2)c1[N+](=O)[O-] was read as sEH inh -9, Mac1 fbg enh -7, Mac1 fbg inh -8 and sEH activator 7.
Screening COc1ccc(Br)cc1S(=O)(=O)N1CCOCC1 returned Smad3 inh 6[fluorescence artefact?], sEH inh 15, Mac1 fbg enh -3, ERb SRC1 inh -19[fluorescence artefact?], Mac1 fbg inh -6, Calb biofilm kill 4, sEH activator -13, ERa coact pot 108 and MT1-MMP txn act 1.
`Nn1c(SCC(=O)N2CCOCC2)nnc1-c1ccc(Cl)cc1Cl` gave Smad3 inh 1[fluorescence artefact?], sEH inh 2, Mac1 fbg enh -7, ERb SRC1 inh 2, Mac1 fbg inh -14, Calb biofilm kill 9, sEH activator -3, ERa coact pot 104 and MT1-MMP txn act 1.1.
Screening O=C(c1cccc(S(=O)(=O)N2CCOCC2)c1)N(CCO)Cc1ccccc1 returned Smad3 inh -17, sEH inh 4, ERb SRC1 inh -7, Calb biofilm kill 1, sEH activator -1, ERa coact pot 115 and MT1-MMP txn act 1.
For CCC(C)Nc1nc2c(c(=O)n(C)c(=O)n2C)n1Cc1ccc(F)cc1 (stereo unspecified) the results were Smad3 inh -2, sEH inh -1, Mac1 fbg enh 1, ERb SRC1 inh -2, Mac1 fbg inh -17, Calb biofilm kill 4, sEH activator 3, ERa coact pot 100 and MT1-MMP txn act 1.2.
CCOC(=O)c1[nH]c2c(c1C)C(=O)CC(c1ccco1)C2 (stereo unspecified) was read as Smad3 inh -4, Mac1 fbg enh 5, ERb SRC1 inh 56*[fluorescence artefact?], Mac1 fbg inh 18, Calb biofilm kill -5, ERa coact pot 93 and MT1-MMP txn act 0.3.
For COCCN1C(=O)C(CC(=O)Nc2ccccc2)SC1=Nc1ccc(OC)cc1 (stereo unspecified) the results were Smad3 inh 11, sEH inh -1, Mac1 fbg enh -3, ERb SRC1 inh -17, Mac1 fbg inh 10, Calb biofilm kill 4, sEH activator 0, ERa coact pot 105[fluorescence artefact?] and MT1-MMP txn act 1.
`C=CCn1c(=O)c2c(nc(Br)n2Cc2ccccc2Cl)n(C)c1=O` gave Smad3 inh 6, ERb SRC1 inh -7, Calb biofilm kill 3, ERa coact pot 97 and MT1-MMP txn act 1.2.
`COc1ccc(NC(=O)Cn2nc(Cc3cccnc3)c3ccccc3c2=O)cc1OC` gave Smad3 inh 2, sEH inh 12, Mac1 fbg enh 4, ERb SRC1 inh 50, Mac1 fbg inh -2, Calb biofilm kill 9, sEH activator -11 and ERa coact pot 129.
CCOc1ccc(-n2c(=O)c3sccc3n(CC(=O)NCc3ccco3)c2=O)cc1 was read as Smad3 inh 9, sEH inh -5, Mac1 fbg enh -4, ERb SRC1 inh -5[fluorescence artefact?], Mac1 fbg inh -22, Calb biofilm kill 2, sEH activator 4, ERa coact pot 113 and MT1-MMP txn act 1.1.
COC(=O)CN(C#N)c1nc(OC)nc(N(C)C)n1 was read as Smad3 inh 8, sEH inh 8, Mac1 fbg enh -1, ERb SRC1 inh -23, Mac1 fbg inh 2, Calb biofilm kill 4, sEH activator -8, ERa coact pot 109 and MT1-MMP txn act 1.1.
Screening CCCCCC(=O)N1CC2(CC(c3cccc(NC(=O)c4ccccc4)c3)=NO2)C[C@@H]1C(N)=O (stereo partly specified) returned sEH inh 12, Mac1 fbg enh 7, Mac1 fbg inh -14 and sEH activator -11.
Screening CCOC(=O)C1CCCN(Cc2nc(N)nc(Nc3ccccc3)n2)C1 (stereo unspecified) returned Smad3 inh -4, sEH inh -2, ERb SRC1 inh -9[fluorescence artefact?], Calb biofilm kill 0, sEH activator 6, ERa coact pot 99 and MT1-MMP txn act 1.
Screening Cc1cc(C)c2c(n1)sc1c(O)cc(=O)[nH]c12 returned Smad3 inh 6, sEH inh 1, Mac1 fbg enh 0, ERb SRC1 inh 14, Mac1 fbg inh -24, Calb biofilm kill 5, sEH activator 1, ERa coact pot 88 and MT1-MMP txn act 1.1.
Screening CC(=O)c1nn(-c2cccc(Br)c2)cc1C(=O)c1ccc2ccccc2c1 returned sEH inh -9, Mac1 fbg enh 59, Mac1 fbg inh -16 and sEH activator 11.
Screening Cc1cc(C(=O)O)c2ccccc2n1 returned Smad3 inh 7, sEH inh -18, Mac1 fbg enh -4, ERb SRC1 inh 0[fluorescence artefact?], Mac1 fbg inh -5, Calb biofilm kill 1, sEH activator 12, ERa coact pot 107 and MT1-MMP txn act 1.2.
Screening Cc1noc(C)c1C(=O)N1CCN(c2ncccn2)CC1 returned Smad3 inh 6, sEH inh -2, Mac1 fbg enh 2, ERb SRC1 inh -3, Mac1 fbg inh -10, Calb biofilm kill 6, sEH activator 2, ERa coact pot 103 and MT1-MMP txn act 1.1.
For COc1cccc(-c2nc3cc(C)ccc3o2)c1 the results were Smad3 inh -4, Mac1 fbg enh -2, ERb SRC1 inh 29[fluorescence artefact?], Mac1 fbg inh 21, Calb biofilm kill 0 and ERa coact pot 102.
For c1cncc(-c2csc(NCc3ccco3)n2)c1 the results were Smad3 inh 1, sEH inh 6, Mac1 fbg enh -4, ERb SRC1 inh -7, Mac1 fbg inh -3, Calb biofilm kill 14, sEH activator -6 and ERa coact pot 86.
For COc1cc(C(c2c(C)[nH][nH]c2=O)c2c(C)[nH][nH]c2=O)ccc1OS(=O)(=O)c1ccc(C)cc1 the results were Smad3 inh 31[fluorescence artefact?], sEH inh 12, Mac1 fbg enh -1, ERb SRC1 inh 10, Mac1 fbg inh -3, Calb biofilm kill 3, sEH activator -11, ERa coact pot 86 and MT1-MMP txn act 1.1.
`O=c1c2ccccc2ncn1CCCOc1ccccc1[N+](=O)[O-]` gave sEH inh -4, Mac1 fbg enh -4, Mac1 fbg inh -6 and sEH activator 3.
Screening CC(=O)/C(CN1CCCCC1)=N\O returned Smad3 inh 15[fluorescence artefact?], sEH inh 0, Mac1 fbg enh -1, ERb SRC1 inh -2, Mac1 fbg inh -6, Calb biofilm kill 6, sEH activator 1, ERa coact pot 93 and MT1-MMP txn act 1.2.
For CCn1c(O)c(C=NC2CCCC2)sc1=S the results were Smad3 inh 13[fluorescence artefact?], sEH inh 2, Mac1 fbg enh -1, ERb SRC1 inh -5, Mac1 fbg inh -12, Calb biofilm kill 4, sEH activator -3, ERa coact pot 99 and MT1-MMP txn act 1.4.
For O=S(=O)(/N=C(\c1ccccc1)N1CCOCC1)c1cccs1 the results were Smad3 inh 15, sEH inh 9, Mac1 fbg enh -4, ERb SRC1 inh -18[fluorescence artefact?], Mac1 fbg inh -8, Calb biofilm kill 6, sEH activator -9, ERa coact pot 102 and MT1-MMP txn act 1.
`COc1ccc(N2C(=O)CC(N3CCC(c4nc5ccccc5[nH]4)CC3)C2=O)cc1` (stereo unspecified) gave Smad3 inh 0, sEH inh -18, Mac1 fbg enh 3, ERb SRC1 inh -4, Mac1 fbg inh 1, Calb biofilm kill -3, sEH activator 14, ERa coact pot 102 and MT1-MMP txn act 1.
N#CC1=C(N)OC2=C(C(=O)CCC2)C1C1C=CCCC1 (stereo unspecified) was read as sEH inh -5, Mac1 fbg enh 2, Mac1 fbg inh -6, sEH activator 6 and MT1-MMP txn act 1.1.
CN1C(=C2C(=O)OC(C)(C)OC2=O)Sc2ccccc21 was read as Smad3 inh 6, sEH inh -1, ERb SRC1 inh 5[fluorescence artefact?], Calb biofilm kill 0, sEH activator 3, ERa coact pot 100 and MT1-MMP txn act 1.4.
`CCOC(=O)N1CCC(O)(c2cc(C)c(C)cc2C)CC1` gave Smad3 inh -1, sEH inh 13, ERb SRC1 inh -11, Calb biofilm kill -2, sEH activator -10, ERa coact pot 108 and MT1-MMP txn act 1.1.
For O=C(Cn1cc(C(=O)COc2ccccc2)c2ccccc21)NCc1ccco1 the results were Smad3 inh 4, sEH inh -3, Mac1 fbg enh 0, ERb SRC1 inh 12, Mac1 fbg inh 9, Calb biofilm kill 3, sEH activator 3, ERa coact pot 110 and MT1-MMP txn act 1.
Cc1ccc(C)c(N(CC(=O)NC2CCCCC2)C(=O)CCC(=O)Nc2ccccn2)c1 was read as Smad3 inh -9, sEH inh -9, Mac1 fbg enh -1, ERb SRC1 inh 1[fluorescence artefact?], Mac1 fbg inh 0, Calb biofilm kill 5, sEH activator 5, ERa coact pot 114[fluorescence artefact?] and MT1-MMP txn act 1.
CCOC(=O)c1[nH]c(C)c(C(=O)Nc2cc(OC)ccc2OC)c1C was read as Smad3 inh -8, sEH inh -10, Mac1 fbg enh -2, ERb SRC1 inh -8, Mac1 fbg inh 4, Calb biofilm kill 6, sEH activator 10, ERa coact pot 97 and MT1-MMP txn act 0.9.
`COc1ccccc1CNC(=O)c1cccs1` gave sEH inh 2, Mac1 fbg enh -4, Mac1 fbg inh -13 and sEH activator 0.
Screening CCc1ccc(NC(=O)N(CCN2CCOCC2)Cc2ccc3c(c2)CCCN3CC)cc1 returned Smad3 inh -5, sEH inh 10, Mac1 fbg enh 0, ERb SRC1 inh 9[fluorescence artefact?], Mac1 fbg inh -2, Calb biofilm kill 3, sEH activator -13, ERa coact pot 99[fluorescence artefact?] and MT1-MMP txn act 1.

By substructure: those above with an NH in an aromatic ring
CCOC(=O)c1[nH]c2c(c1C)C(=O)CC(c1ccco1)C2 (stereo unspecified) was read as Smad3 inh -4, Mac1 fbg enh 5, ERb SRC1 inh 56*[fluorescence artefact?], Mac1 fbg inh 18, Calb biofilm kill -5, ERa coact pot 93 and MT1-MMP txn act 0.3.
Screening Cc1cc(C)c2c(n1)sc1c(O)cc(=O)[nH]c12 returned Smad3 inh 6, sEH inh 1, Mac1 fbg enh 0, ERb SRC1 inh 14, Mac1 fbg inh -24, Calb biofilm kill 5, sEH activator 1, ERa coact pot 88 and MT1-MMP txn act 1.1.
For COc1cc(C(c2c(C)[nH][nH]c2=O)c2c(C)[nH][nH]c2=O)ccc1OS(=O)(=O)c1ccc(C)cc1 the results were Smad3 inh 31[fluorescence artefact?], sEH inh 12, Mac1 fbg enh -1, ERb SRC1 inh 10, Mac1 fbg inh -3, Calb biofilm kill 3, sEH activator -11, ERa coact pot 86 and MT1-MMP txn act 1.1.
`COc1ccc(N2C(=O)CC(N3CCC(c4nc5ccccc5[nH]4)CC3)C2=O)cc1` (stereo unspecified) gave Smad3 inh 0, sEH inh -18, Mac1 fbg enh 3, ERb SRC1 inh -4, Mac1 fbg inh 1, Calb biofilm kill -3, sEH activator 14, ERa coact pot 102 and MT1-MMP txn act 1.
CCOC(=O)c1[nH]c(C)c(C(=O)Nc2cc(OC)ccc2OC)c1C was read as Smad3 inh -8, sEH inh -10, Mac1 fbg enh -2, ERb SRC1 inh -8, Mac1 fbg inh 4, Calb biofilm kill 6, sEH activator 10, ERa coact pot 97 and MT1-MMP txn act 0.9.
